TbPYK inhibitor – inhibitors of Trypanosoma brucei pyruvate kinase; TbPYK enzyme, Kinase-Glo Plus ATP luminescence, 45 min; AID 624173; Potency, µM (highest dose often 76.8 µM), without a hit: at the highest dose activity, negative = inhibition, hits mostly inhibitors; 0.12% of 410,000 active; also: potency is read from the fitted curve at half-maximal effect; nearly all actives have a fitted effect of over 50% in size
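Quantitative HTS: titrated library compounds versus trypanosomal pyruvate kinase in TEA buffer (pH 7.2) containing KCl, MgCl2, BSA and Tween-20. Reactions were initiated with ADP, 130 uM final. Kinase-Glo Plus luminescence was read after 45 min at RT.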
HCMV antiviral – blocks human cytomegalovirus replication. HFF cells, HCMV-luciferase reporter, 72 h; stronger effect = lower value. activity change, negative = inhibition, % at 57.5 µM. 4.5% of 410,000 active; in the data active = activity change below about -60%; inconclusive = no clear call, values can overlap the other calls; inactive = above about -39%
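Cell-based, HFFs, 1000 cells/well, 16 h 37C; cpds in DMSO + HCMV-luc, MOI 1 PFU/cell; 72 h 37C; OneGlo luminescence after 5 min RT; norm. to buffer vs Salinomycin 10uM.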
AmpC detergent – blocks E. coli AmpC beta-lactamase in detergent assay | P00811 | AmpC hydrolysis of nitrocefin, absorbance 480 nm, 0.01% Triton | Potency, µM (highest dose often 114 µM), inactives show at the top dose activity change, negative = inhibition, usual class: inhibitors | 0.041% of 370,000 active | AID 485294;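 also: potency is read from the fitted curve at half-maximal effect; 0% = no-compound wells and -100% = no-enzyme wells; nearly all actives have a fitted effect of over 25% in size; some results filed as inactive show a strong effect at the top dose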
Target sequence (P00811 whole entry, looked up): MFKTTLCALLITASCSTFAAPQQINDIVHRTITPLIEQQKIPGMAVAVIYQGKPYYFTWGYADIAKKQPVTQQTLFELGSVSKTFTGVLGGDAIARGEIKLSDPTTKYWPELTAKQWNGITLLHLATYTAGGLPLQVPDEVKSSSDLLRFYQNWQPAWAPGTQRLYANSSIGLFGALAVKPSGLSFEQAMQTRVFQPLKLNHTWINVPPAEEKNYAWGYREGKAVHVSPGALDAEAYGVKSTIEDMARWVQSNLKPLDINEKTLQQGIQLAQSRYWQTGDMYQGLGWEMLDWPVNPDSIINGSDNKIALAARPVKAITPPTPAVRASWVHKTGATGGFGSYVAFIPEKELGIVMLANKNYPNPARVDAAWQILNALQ
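AmpC (5.3 nM in the dispensed reagent) in 20 mM phosphate pH 7.0 with 0.01% (detergent screen) or 0.0001% Triton X-100 was preincubated with compounds for 15 min at room temperature. Nitrocefin was then added from an 800 uM solution, and hydrolysis was followed at 480 nm.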
HCV inh – HCV inhibition; 3.4% of 340,000 active; Potency, µM (series often up to 41.8 µM), inactives show at the top dose activity change, negative = inhibition, usual class: inhibitors; Huh7.5.1 HCVcc-Cre infection, luciferase reporter, 44 h; AID 651820; also: potency is read from the fitted curve at half-maximal effect
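Antiviral activity was scored by luciferase reporter output from cells infected with HCVcc-Cre (~0.5 moi) in presence of compound, 44 h infection period, cells seeded 1,000/well 4 h prior.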
LmPK inh – blocks Leishmania mexicana pyruvate kinase activity | purified LmPK, Kinase-Glo ATP luminescence, 1 h | Potency, µM (doses to about 57.5 µM), inactives show top-dose activity change, negative = inhibition, most hits filed as inhibitors | 0.37% of 290,000 active | AID 1721; also: potency is read from the fitted curve at half-maximal effect
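Kinase-Glo luminescence read after 1 h RT reaction of 0.1 nM LmPK with 0.5 mM PEP and 0.1 mM ADP. Activity scaled between uninhibited and enzyme-free controls.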
AMA1 RON2 block – inhibitors of Plasmodium falciparum AMA1-RON2 interaction | AlphaScreen AMA1-biotinylated RON2 peptide binding | Potency, µM (top dose mostly 58.2 µM), inactives show at the highest dose activity change, negative = inhibition, hits mostly inhibitors | 0.2% of 360,000 active | AID 720542;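 also: potency is read from the fitted curve at half-maximal effect; 0% = vehicle wells and -100% = peptide control; nearly all actives have a fitted effect of over 45% in size; some results filed as inactive show a strong effect at the top dose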
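AMA1 (3D7) with his tag at 25 nM final met compounds first, then biotinylated RON2 peptide at 25 nM; detection used donor plus acceptor beads, 10 µg/mL apiece, read by AlphaScreen after 30 min at room temperature.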
AmpC inh no detg – blocks E. coli AmpC beta-lactamase in detergent-free assay. AmpC nitrocefin hydrolysis, absorbance 480 nm, 0.0001% Triton. 0.52% of 330,000 active. P00811. AID 485341. Potency, µM (titrated, usually from 57.1 µM), inactives show at the top dose activity change, negative = inhibition, hits mostly inhibitors;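 also: potency is read from the fitted curve at half-maximal effect; plate controls were no compound for no effect and no enzyme for full effect; nearly all actives have a fitted effect of over 20% in size; some results filed as inactive show a strong effect at the top dose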
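20 mM phosphate pH 7.0 + 0.01% (detergent screen) or 0.0001% Triton X-100; 5.3 nM AmpC reagent; cpd preinc 15 min RT; nitrocefin (800 uM stock) to start; A480 q20 s × 4 min; Activity was normalised to no-enzyme and no-compound control wells.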
Numbers without * were called inactive; u = inconclusive; x = no result given; [ ] = dose if it differs, or a comment. Unless noted, calls follow the shape of the dose curve; as a rule, active = well fitted curve in the direction sought with a large enough effect; inconclusive = small, poorly fitted or top-dose-only effect, or another doubt; inactive = no such curve, though single readings can be large; an effect the other way counts as inactive or inconclusive. Unless noted, % is scaled to controls: 0 for no effect and ±100 for the full control effect.

SMILES | TbPYK inhibitor | HCMV antiviral | AmpC detergent | HCV inh | LmPK inh | AMA1 RON2 block | AmpC inh no detg
O=c1cc(CO)oc(C(Nc2cccc([N+](=O)[O-])c2)c2ccccn2)c1O (stereo not drawn) | -13% | -18 | u | 0%[8.37 µM] | 1% | 73%[activator] | -12%
Cc1nc2cc(C(=O)NCCN3CCOCC3)ccc2n1-c1ccc(F)cc1F | 1% | 1 | 1% | 1% | -1% | 1% | 7%
COc1ccc(C2=C3C(=O)OCC3Cc3ncn(Cc4ccccc4)c32)cc1 (stereo not drawn) | -10% | -76* | 0% | 5% | x | -12% | 13%
O=C(Nc1nc2ccccc2c(=O)[nH]1)c1ccccc1SCc1ccccc1 | -7% | -13 | u | u | 3% | 0% | -28%
COc1ccc(S(=O)(=O)N2CCN(C(c3ccccc3)c3ccccc3)CC2)cc1NC(C)=O | 5% | 26 | 3% | 3.2µM* | -5% | 2% | -12%
CN(C)c1ccc(/C=C2/C=C(c3ccc4c(c3)CCCC4)OC2=O)cc1 | 2% | -28 | -2% | 27% | -9% | -6% | -18%
COc1cc(NC(=O)CS(=O)(=O)c2ccc(C)cc2)cc(OC)c1OC | -1% | 29 | u | 4% | -4% | 10% | -2%
O=[N+]([O-])c1cccc(/C=N/Nc2nc(N3CCOCC3)nc(N3CCOCC3)n2)c1 | 0% | -93* | u | -3% | -1% | 3% | -5%
CCN1CCN(Cc2ccc(NC(=O)Nc3ccc(OC)cc3)cc2)CC1 | -8% | 106 | u | -3% | -8% | -5% | -22%
Cc1ccc(SCCNC(=O)CN2C(=O)c3ccccc3S2(=O)=O)cc1 | 2% | -25 | -2% | 3% | 8% | 27% | -1%
CCS(=O)(=O)c1ccc2oc(SCC(=O)NCCc3ccc(OC)cc3)nc2c1 | 5% | -1 | 3% | -16% | -3% | 8% | -15%
COc1ccc(NS(=O)(=O)c2ccc(-c3coc(C)n3)cc2)c(OC)c1 | -7% | -15 | -2% | u | 1% | 5% | -6%
O=C(Nc1ccc(NC(=O)c2cccs2)cc1)c1ccc2ccccc2c1 | -1% | -4 | -5% | -2% | 6% | 4% | -27%
CCCC(C(=O)NCCC(C)C)N(Cc1ccccc1)C(=O)c1snc(C(N)=O)c1N (stereo not drawn) | 0% | u | u | -29% | -4% | 0% | 100%
CCCC(=O)NC(C)C(c1cccs1)N1CCN(C)CC1 (stereo not drawn) | 5% | 24 | -14% | 8% | 0% | 2% | -23%
O=C(Nc1nc(COc2ccccc2)cs1)c1ccccc1F | -18% | -30 | u | u | 1% | -9%[11.6 µM] | -32%
CC1CC(C)(C)NC(=S)N1CCCC(=O)NCCc1ccc(Cl)cc1 (stereo not drawn) | -3% | 3 | 7% | 3% | 0% | -11% | 13%
O=c1oc2ccccc2c2c1nnn2CCO | -2% | -63* | -7% | 20% | 1% | -12% | -7%
CC(C)N(C(=O)[C@H]1C[C@H](CC(=O)NCCCN(C)C)C(=O)N2CCc3c([nH]c4cc(CCC(=O)N(C)C)ccc34)[C@]12C)C(C)C | -5% | -14 | x | 0.32µM* | x | 7% | 52%
O=C(CN1C(=O)NC2(CCCC2)C1=O)OCc1ccc(F)cc1 | 6% | -21 | u | 4% | x | 0% | -3%

Continued (three carried over from the part before).
SMILES | TbPYK inhibitor | HCMV antiviral | AmpC detergent | HCV inh | LmPK inh | AMA1 RON2 block | AmpC inh no detg
O=c1oc2ccccc2c2c1nnn2CCO | -2% | -63* | -7% | 20% | 1% | -12% | -7%
CC(C)N(C(=O)[C@H]1C[C@H](CC(=O)NCCCN(C)C)C(=O)N2CCc3c([nH]c4cc(CCC(=O)N(C)C)ccc34)[C@]12C)C(C)C | -5% | -14 | x | 0.32µM* | x | 7% | 52%
O=C(CN1C(=O)NC2(CCCC2)C1=O)OCc1ccc(F)cc1 | 6% | -21 | u | 4% | x | 0% | -3%
COc1cccc(CN(C)C(=O)COc2ccc(C(=O)c3ccc(Cl)cc3)cc2)c1OC | -2% | -37 | u | -9% | 5% | 7% | 78%[activator]
CCCC(=O)NC(c1ccc(OC)cc1)c1ccc2cccnc2c1O (stereo not drawn) | 2% | -99* | -7% | 3.2µM* | 5% | -28% | -3%
O=C(/C=C/c1ccco1)NC(=S)Nc1cccc(C(=O)O)c1 | -22% | 23 | u | 9% | 10% | -17% | -22%
CC1CCCN(C2(O)C(=O)Nc3ccc([N+](=O)[O-])cc32)C1 (stereo not drawn) | 2% | -63* | 4% | -17% | 1% | -7% | -14%
COc1ccc(-c2nnn(CC(=O)N(CC(=O)NC3CCCC3)Cc3ccco3)n2)cc1OC | -2% | 2 | 1% | -11% | -2% | -3% | 26%
O=C(NC1CCCCC1)N(CCO)Cc1cc2cc3c(cc2[nH]c1=O)OCCO3 | x | 20 | u | 2% | -3% | 2% | -3%
COc1cccc(NC(=O)Nc2cccn(Cc3ccc(C)cc3)c2=O)c1 | -3% | u | 8% | 11µM* | 1% | -9% | -21%
Cn1c(=O)n(CC(=O)O)c(=O)c2c1nc1n2CCCN1Cc1ccccc1 | 3% | 9 | -6% | 7% | 2% | -9% | -24%
COc1ccc(N2CCN(C(=O)COC(=O)[C@@H](NC(=O)c3c(F)cccc3F)C(C)C)CC2)cc1 | 0% | 39 | x | -10% | x | -1% | x

Record cards, from the list above:
`O=C(NC1CCCCC1)N(CCO)Cc1cc2cc3c(cc2[nH]c1=O)OCCO3` across the screens: TbPYK inhibitor = x; HCMV antiviral = 20; AmpC detergent = u; HCV inh = 2%; LmPK inh = -3%; AMA1 RON2 block = 2%; AmpC inh no detg = -3%
`CC1CCCN(C2(O)C(=O)Nc3ccc([N+](=O)[O-])cc32)C1` (stereo not drawn) across the screens: TbPYK inhibitor = 2%; HCMV antiviral = -63*; AmpC detergent = 4%; HCV inh = -17%; LmPK inh = 1%; AMA1 RON2 block = -7%; AmpC inh no detg = -14%

Screening results deposited in PubChem by National Center for Advancing Translational Sciences (NCATS).
